L3MBTL1 inh = qHTS Assay for the Inhibitors of L3MBTL1; Lethal(3)malignant brain tumor-like protein 1 (Homo sapiens), Q9Y468; AlphaScreen L3MBTL1–H3K9me1 peptide binding; Potency, µM (top dose mostly 57.1 µM), inactives show at the top dose activity, negative = inhibition, actives largely listed as inhibitors; 230,000 tested, 0.66% active; AID 485360, 2010; note: nearly all actives have a fitted effect of over 60% in size
Target sequence (Q9Y468 whole entry, looked up): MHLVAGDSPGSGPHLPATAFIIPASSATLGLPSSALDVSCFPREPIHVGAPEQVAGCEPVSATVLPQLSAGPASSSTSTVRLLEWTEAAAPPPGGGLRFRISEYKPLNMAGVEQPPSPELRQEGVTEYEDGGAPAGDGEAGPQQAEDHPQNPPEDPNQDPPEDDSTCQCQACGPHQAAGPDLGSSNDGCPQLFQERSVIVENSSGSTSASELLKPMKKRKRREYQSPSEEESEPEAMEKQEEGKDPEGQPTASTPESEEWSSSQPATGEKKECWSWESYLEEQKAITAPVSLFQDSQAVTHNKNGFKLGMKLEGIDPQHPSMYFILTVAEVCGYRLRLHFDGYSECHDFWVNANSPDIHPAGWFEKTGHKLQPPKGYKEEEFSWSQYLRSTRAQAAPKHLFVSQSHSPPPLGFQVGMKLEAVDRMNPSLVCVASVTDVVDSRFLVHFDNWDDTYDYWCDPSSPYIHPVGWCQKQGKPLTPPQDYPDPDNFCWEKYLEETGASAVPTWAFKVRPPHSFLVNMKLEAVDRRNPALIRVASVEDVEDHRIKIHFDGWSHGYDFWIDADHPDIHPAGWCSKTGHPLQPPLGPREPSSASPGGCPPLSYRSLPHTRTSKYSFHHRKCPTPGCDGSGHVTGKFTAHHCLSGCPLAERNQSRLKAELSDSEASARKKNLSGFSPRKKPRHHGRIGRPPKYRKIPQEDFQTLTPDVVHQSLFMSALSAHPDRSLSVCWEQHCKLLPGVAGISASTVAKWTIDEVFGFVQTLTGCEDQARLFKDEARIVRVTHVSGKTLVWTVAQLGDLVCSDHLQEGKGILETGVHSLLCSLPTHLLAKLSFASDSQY
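First, the protein-peptide complex forms for 30 min at room temperature (L3MBTL1 50 nM, biotinylated H3K9me1 peptide 75 nM). Next, compounds are pin-transferred and incubated 30 min. Finally, AlphaScreen beads are added and read after 30 min.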
Tau ThT inhib = qHTS for Inhibitors of Tau Fibril Formation, Thioflavin T Binding; Microtubule-associated protein tau (Homo sapiens), P10636; recombinant tau K18 P301L (four-repeat tau fragment), heparin-induced fibrillization, ThT fluorescence; Potency, µM (highest dose often 57.4 µM), for inactives: at the highest dose activity, negative = inhibition, usual class: inhibitors; 270,000 tested, 2.1% active; AID 1460, 2008; note: nearly all actives have a fitted effect of over 55% in size
Target sequence (P10636 561-689 P618L limits assumed): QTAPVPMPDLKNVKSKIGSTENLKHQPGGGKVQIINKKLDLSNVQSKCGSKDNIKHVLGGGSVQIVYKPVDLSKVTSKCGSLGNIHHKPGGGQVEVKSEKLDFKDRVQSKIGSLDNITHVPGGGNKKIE
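K18 P301L tau (15 uM + 0.24 uM Alexa 594-tagged), heparin 20 uM, NaOAc pH 7, 6 h 37 C; ThT 30 uM, 1 h RT, ex 450/em 510 nm.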
* hit, by the source's call; ? = inconclusive; nt = no result given; [ ] = remark or other dose. Calls come from the whole dose curve; as a rule, active = well fitted curve in the direction sought with a large enough effect; inconclusive = small, poorly fitted or top-dose-only effect, or another doubt; inactive = no such curve, though single readings can be large; an effect the other way counts as inactive or inconclusive. % is set by controls: 0 for no effect and ±100 for the full control effect; potency is the fitted concentration of half-maximal effect.

Each structure is followed by: L3MBTL1 inh	Tau ThT inhib
1) O=C(NCCCN1CCCC1=O)c1cccc(S(=O)(=O)N2CCCCC2)c1
 : 0%	nt
2) COCCn1c(SCC(=O)Nc2c(C)n(C)n(-c3ccccc3)c2=O)nnc1-c1ccncc1
 : 0%	nt
3) C=CCNC(=S)N/N=C/c1ccccc1OCCOc1ccccc1
 : 2%	nt
4) COc1ccc(-c2nnn(CC(=O)Nc3ccc4c(c3)OCCO4)n2)cc1OC
 : 2%	nt
5) COc1ccc(C(=O)OCC(=O)c2ccc3c(c2)NC(=O)CO3)cc1S(=O)(=O)N1CCOCC1
 : 2%	nt
6) COC(=O)c1c(-c2cc(OC)cc(OC)c2)sc2ccc(OC)cc12
 : 42%[activator]	nt
7) Cn1ncc([N+](=O)[O-])c1C(=O)Nc1ccccc1Cl
 : 2%	nt
8) O=C(c1ccc(Cl)c(S(=O)(=O)N2CCOCC2)c1)N(Cc1ccco1)Cc1cccs1
 : -12%	nt
9) COc1cccc(CN(C)C(=O)Cc2ccc(OC)c(S(=O)(=O)N3CCOCC3)c2)c1
 : 4%	nt
10) CSc1ncccc1C(=O)N1CCN(S(=O)(=O)c2ccc3ccccc3c2)CC1
 : 1%	nt
11) CCc1ccccc1NC(=O)CN1CCN(CC(=O)NCc2ccc(Cl)cc2)CC1
 : -8%	nt
12) CCC(=O)Nc1cccc(C(=O)N(Cc2ccccc2)Cc2ccccc2)c1
 : 3%	nt
13) CC1Sc2ccc(C(=O)N3CCCC(C(F)(F)F)C3)cc2NC1=O (stereo not drawn)
 : 2%	nt
14) C[C@H]1[C@H]2c3nc4ccccc4n3C[C@H]1ON2C1CCCCC1
 : 2%	nt
15) CCCCN1C(=O)C(=O)N(CC(=O)c2ccc3c(c2)CCCC3)C1=O
 : -4%	nt
16) CN(C(=O)COC(=O)CSc1cc(Cl)ccc1Cl)c1c(N)n(Cc2ccccc2)c(=O)[nH]c1=O
 : -8%	nt
17) Cc1cc(C)n(C(=O)Cn2nc(C)c(Br)c2C)n1
 : 11%	nt
18) O=C(CCNS(=O)(=O)c1ccc2nsnc2c1)N1CCN(c2ccncc2)CC1
 : 7%	nt
19) O=C(c1cc(Br)c(Br)s1)N1CCOCC1
 : 13%	nt
20) Cc1cc(OCC(=O)Nc2nnc(C3CC3)s2)ccc1C(C)C
 : -2%	nt

Molecules above that contain a thiophene ring, fused or not:
Each structure is followed by: L3MBTL1 inh	Tau ThT inhib
6) COC(=O)c1c(-c2cc(OC)cc(OC)c2)sc2ccc(OC)cc12
 : 42%[activator]	nt
8) O=C(c1ccc(Cl)c(S(=O)(=O)N2CCOCC2)c1)N(Cc1ccco1)Cc1cccs1
 : -12%	nt
19) O=C(c1cc(Br)c(Br)s1)N1CCOCC1
 : 13%	nt

(cont.)
Each structure is followed by: L3MBTL1 inh	Tau ThT inhib
21) Cc1ccc(S(=O)(=O)N2[C@@H](c3cccc(Cl)c3)C(C(=O)O)=CC[C@H]2c2ccc(C(C)C)cc2)cc1
 : -9%	nt
22) O=C(NCC(c1ccco1)N1CCN(c2ccccc2)CC1)C(=O)NC1CCCC1 (stereo not drawn)
 : -4%	nt
23) CC(C)CNC(=O)c1ccccc1N(Cc1ccccc1)S(C)(=O)=O
 : 3%	nt
24) O=S(=O)(c1ccccc1Br)N(CC(O)COCc1ccccc1)C1CC1 (stereo not drawn)
 : 8%	nt
25) O=C(NCC(c1ccco1)N1CCCC1)c1ccc(S(=O)(=O)Nc2ccc(F)cc2)cc1 (stereo not drawn)
 : -1%	nt
26) CC(C)NC(=O)C1c2ccccc2Oc2ccccc21
 : 5%	nt
27) CCN(c1ccccc1)S(=O)(=O)c1ccc(Cl)c(NC(=O)CNCc2ccccc2OC)c1
 : -10%	nt
28) CC[C@]12c3[nH]c4ccc(Cl)cc4c3CCN1C(=O)[C@@H](CC(=O)NC/C=C(\C)CCC=C(C)C)C[C@@H]2C(=O)N1CCN(C(=O)c2ccco2)CC1
 : -7%	nt
29) CCOC(=O)C1=C(CC)Nc2ccccc2N/C1=N\S(=O)(=O)c1cccc(C(C)=O)c1
 : -3%	nt
30) O=[N+]([O-])c1ccc(OCCCOc2cccc3cccnc23)cc1
 : 1%[2.29 µM]	nt
31) CC(=O)c1ccccc1NC(=O)C1CC(=O)N(c2ccc3c(c2)OCCO3)C1 (stereo not drawn)
 : 0%	nt
32) Nc1nc(SCC(=O)Nc2cc(Cl)ccc2Cl)n[nH]1
 : 3%	nt
33) CCn1c(SCc2ccccc2)nc2cc(OC)c(OC)cc2c1=O
 : -10%	nt
34) CCOc1ccc(NC(=O)CSc2nnnn2C2CC2)cc1S(=O)(=O)N1CCCC1
 : 3%	nt
35) O=C(NCCC1CCCCN1S(=O)(=O)c1ccccc1)C(=O)Nc1ccc(F)cc1F (stereo not drawn)
 : 0%	nt
36) COc1cc(OC)cc(C(=O)NCC(=O)OCc2ccc(Cl)c(Cl)c2)c1
 : 12%	nt
37) C/C(=N\Nc1ccccc1)c1cccc(N)c1
 : -5%	nt
38) COc1cc(C(=O)N(C)C2CCCN(Cc3ccccc3F)C2)cc(OC)c1OC (stereo not drawn)
 : -2%	nt
39) COc1ccc(NC(=O)NS(=O)(=O)c2ccc(C)cc2)cc1OC
 : 0%	nt
40) COc1cc(C2NC(=O)NC(c3ccccc3)=C2C(C)=O)c(Br)cc1OCC(N)=O (stereo not drawn)
 : 3%	nt
41) COc1ccc(NC(=O)c2cc(-c3ccc(C)cc3)on2)cc1OC
 : 0%	nt
42) Cc1ccc(-c2nc3ncccc3o2)cc1N
 : 8%	nt
43) Cc1cc(Cc2ccc([N+](=O)[O-])cc2)c(C)cn1
 : 4%[2.29 µM]	nt
44) CN(C)CCOc1ccc(-c2c(-c3ccccc3)sc3ccccc23)cc1
 : -7%	nt
45) O=C(COC(=O)c1cc(Cl)ccc1O)NNC(=O)c1ccc([N+](=O)[O-])cc1
 : -8%	nt
46) N#Cc1c(/N=C/c2ccc(-c3ccc(C(=O)O)c(Cl)c3)o2)sc2c1CCCC2
 : -6%	nt
47) CC(OC(=O)c1cccnc1Cl)C(=O)NCc1ccccc1 (stereo not drawn)
 : 4%	nt
48) Cc1ccccc1OCC(=O)Nc1nnc(C2CC2)s1
 : 1%	nt
49) COc1ccc(C)cc1NC(=O)C(OC(=O)Cn1cnc2c1c(=O)n(C)c(=O)n2C)c1ccccc1 (stereo not drawn)
 : 0%	nt
50) Cc1ccc(S(=O)(=O)N2CCOCC2)cc1NC(=O)COC(=O)c1cnc(Cl)c(Cl)c1
 : -1%	nt

Among those listed so far, these have bromine.
Each structure is followed by: L3MBTL1 inh	Tau ThT inhib
17) Cc1cc(C)n(C(=O)Cn2nc(C)c(Br)c2C)n1
 : 11%	nt
19) O=C(c1cc(Br)c(Br)s1)N1CCOCC1
 : 13%	nt
24) O=S(=O)(c1ccccc1Br)N(CC(O)COCc1ccccc1)C1CC1 (stereo not drawn)
 : 8%	nt
40) COc1cc(C2NC(=O)NC(c3ccccc3)=C2C(C)=O)c(Br)cc1OCC(N)=O (stereo not drawn)
 : 3%	nt

(further entries)
Each structure is followed by: L3MBTL1 inh	Tau ThT inhib
51) CCOc1ccc(C(=O)Nc2ccc(CN3CCOCC3)cc2)cc1Br
 : -1%	nt
52) O=C(COc1ccc(-n2cnnn2)cc1)Nc1cc(Cl)cc(Cl)c1
 : 8%	nt
53) O=C(NCC(O)c1ccccc1)c1ccc(Cl)c(S(=O)(=O)N2CCCC2)c1 (stereo not drawn)
 : 6%	nt
54) Cc1ncc(C[n+]2ccc(C)c(C)c2)c(N)n1
 : 4%	nt
55) COc1ccc(OCCCC(=O)N(CCC2=CCCCC2)c2c(N)n(Cc3ccccc3)c(=O)[nH]c2=O)cc1
 : -3%	nt
56) COc1ccc(/C=C2\SC(=O)N(CCC(=O)N3CCN(C)CC3)C2=O)cc1
 : 2%	nt
57) COc1cc(OC)cc(-c2nnc(SCc3ccc(C(=O)O)cc3)o2)c1
 : 8%	nt
58) CCN(CC)CCN(Cc1cc2cc3c(cc2[nH]c1=O)OCO3)C(=S)NC
 : ?	nt
59) CC(C)c1ccccc1NC(=O)COC(=O)c1cc([N+](=O)[O-])ccc1N1CCOCC1
 : -3%	nt
60) COc1ccccc1NC(=O)c1cccc2c(Br)cccc12
 : 12%	nt
61) Cc1cc(F)ccc1S(=O)(=O)N(CC(=O)N1CCOCC1)CC(=O)N1CCOCC1
 : 6%	nt
62) COc1ccc(S(=O)(=O)NCC(c2ccc(F)cc2)N2CCOCC2)cc1Br (stereo not drawn)
 : -1%	nt
63) CCOc1ccc(CCN2C(=O)C3C4CCC(O4)C3C2=O)cc1OCC (stereo not drawn)
 : -3%	nt
64) COc1ccc(CNC/C=C/c2ccccc2)cc1
 : 4%	nt
65) CCOc1ccc(OCCC(=O)OCC(=O)N2CCN(S(=O)(=O)c3ccc(C)cc3)CC2)cc1
 : -28%	nt
66) CC(=O)NC(C)c1cc(F)c2cccnc2c1O (stereo not drawn)
 : ?	nt
67) COC(CNS(=O)(=O)c1ccc(Cl)cc1)c1ccccc1 (stereo not drawn)
 : -1%	nt
68) CCOc1ccc(NC(=O)c2nn(C)c(C(=O)Nc3ccc(OCC)cc3)c2[N+](=O)[O-])cc1
 : 3%[2.29 µM]	nt
69) CC1CCN(c2ccc(NC(=O)c3ccc([N+](=O)[O-])o3)cc2)CC1
 : -9%	nt
70) Cc1ccc(NC(=O)C2CC(=O)N(c3ccc4c(c3)OCCO4)C2)cc1S(=O)(=O)N(C)C (stereo not drawn)
 : 1%	nt
71) Cc1cc(S(=O)(=O)NCc2ccccn2)c(Cl)cc1Cl
 : 4%	nt
72) COc1cccc(NC(=O)CN(C)C(=O)c2cn(-c3ccccc3)nc2-c2cccs2)c1
 : -15%	nt
73) CCOCCOC(=O)Cn1cnc2scc(-c3ccc(C)cc3)c2c1=O
 : 1%	nt
74) Cc1ccccc1NC(=O)CCCCC(=O)Nc1ccccc1C
 : 0%	nt
75) O=C(COC(=O)c1cccc(OC(F)F)c1)Nc1ncccn1
 : -11%	nt
76) O=C(CCCCCN1C(=O)c2ccccc2C1=O)Nc1cccc(O)c1
 : 1%	nt
77) CCCCC1CCC(C(=O)Nc2ccccc2N2CCOCC2)CC1 (stereo not drawn)
 : -1%	nt
78) O=C(COc1ccc2cc(Br)ccc2c1)N1CCOCC1
 : -1%	nt
79) CCN1CCN(C(=O)c2ccc(S(=O)(=O)Nc3ccccc3)cc2)CC1
 : 7%	nt
80) Cc1cc(OCC(=O)OCC(=O)N2CCc3ccccc32)ccc1Cl
 : 14%	nt
81) COc1ccc(CCNC(=O)Cn2nc(C)c3c(C)n(-c4ccc(C)cc4)nc3c2=O)c(OC)c1
 : -1%	-9%
82) COc1ccc(NC(=O)C2=CC(c3cccs3)=NS(=O)(=O)N2C)cc1
 : -6%	-1%
83) Cc1nn(CC(=O)N2CCN(c3ccccc3)CC2)c(=O)c2cccn12
 : 14%	5%

Random excerpt: two compounds from above
Each structure is followed by: L3MBTL1 inh	Tau ThT inhib
56) COc1ccc(/C=C2\SC(=O)N(CCC(=O)N3CCN(C)CC3)C2=O)cc1
 : 2%	nt
29) CCOC(=O)C1=C(CC)Nc2ccccc2N/C1=N\S(=O)(=O)c1cccc(C(C)=O)c1
 : -3%	nt

Assay outcomes: PubChem BioAssay, National Center for Advancing Translational Sciences (NCATS)

Some of the compounds tested; count on the stated rates, not on these rows.
